Efflux pump inh – blocks antifungal efflux pumps in multiplex yeast assay; S. cerevisiae Candida pump triplex, Nile Red efflux; inhibition, % at 10 µM; hit rate 0.44% among 330,000; AID 485275;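 active means plate passing quality check with inhibition over a set limit, or well fluorescence over plate mean plus 4 SD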;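 further: Nile Red retained in pooled yeast measured as flow cytometry median fluorescence; 0% = buffer negative control and 100% = Enniatin B positive control; higher means more Nile Red kept so more efflux inhibition; some compounds called inactive have numbers as strong as hits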
JMJD2C inh – inhibitors of human GASC-1 (JMJD2C) demethylase; inhibition, % at 2.35 µM; AID 2099; Q9H3R0; hit rate 0.069% among 330,000; GST-JMJD2C(1-420) H3K9me3 demethylation, DELFIA europium;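 active means more than half of a compound's replicate wells show inhibition beyond 50%, single wells judged on their own value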;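 further: signal counts dimethyl H3K9 product captured on neutravidin plate; 0% = median of DMSO wells and 100% = 0.3 times that DMSO median; strong numbers were not always called active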
Target sequence (Q9H3R0 1-420 limits assumed): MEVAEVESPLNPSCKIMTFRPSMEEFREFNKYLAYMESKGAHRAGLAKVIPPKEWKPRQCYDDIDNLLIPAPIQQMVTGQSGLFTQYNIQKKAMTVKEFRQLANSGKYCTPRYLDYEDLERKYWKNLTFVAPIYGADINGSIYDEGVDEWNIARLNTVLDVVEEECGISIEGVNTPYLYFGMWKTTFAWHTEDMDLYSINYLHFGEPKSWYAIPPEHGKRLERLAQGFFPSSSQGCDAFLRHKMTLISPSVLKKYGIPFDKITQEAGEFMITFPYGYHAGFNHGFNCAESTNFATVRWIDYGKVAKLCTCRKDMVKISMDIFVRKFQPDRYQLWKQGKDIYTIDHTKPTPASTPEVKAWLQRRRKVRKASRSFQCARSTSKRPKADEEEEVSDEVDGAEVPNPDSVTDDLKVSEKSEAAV
Active calls of the source: *. Some of the compounds tested, so the mix of outcomes need not match the whole.

Below each compound – Efflux pump inh, JMJD2C inh
1: COc1ccc(S(=O)(=O)NC(C)C(=O)N2CCCC2)cc1Cl (centres undefined)
  0.0, 9
2: COc1ccc(/C=N/Nc2nc(C)cc(=O)[nH]2)cc1OC
  0.0, -9
3: O=S(=O)(c1ccccc1)N(Cc1cccc(F)c1)c1ccccc1
  0.0, 6
4: Cc1c(CN2CCN(CC(C)(C)C)C(CCO)C2)[nH]c2ccccc12 (centres undefined)
  -0.2, -1
5: C/C(=N\NC(=O)Cc1ccc(Cl)c(Cl)c1)c1cccnc1
  -0.1, -8
6: C/C(=N\NC(=O)c1ccc(Br)o1)c1cc2c(cc1NC(=O)CCC(=O)O)OCO2
  0.0, 3
7: O=C(NNC(=O)c1cc2ccccc2cc1O)NC1CCCCC1
  0.1, 6
8: Cc1nc2nc(SCc3ccccc3)[nH]n2c(=O)c1C
  0.0, -2
9: O=C(c1cc(COc2ccc(F)c(F)c2)on1)N1CCSCC1
  0.0, -1
10: O=C1C([N+](=O)[O-])=C(O)c2cccc3cccc1c23
  0.1, -7
11: CN(C)c1cccc(C(=O)N(Cc2ccccc2)Cc2ccccc2)c1
  0.0, 10
12: CC1CCc2c(sc(NC(=O)c3c([N+](=O)[O-])cnn3C)c2C(N)=O)C1 (centres undefined)
  0.0, -6
13: COc1ccc(O)c(CN2CCCC(C(=O)Nc3cccc(-n4cccn4)c3)C2)c1 (centres undefined)
  0.1, -4
14: O=C(NCCN1CCCCC1)Nc1cccc(Cl)c1Cl
  0.0, -1
15: CCn1c(=O)c(C(=O)NCCCc2ccccc2)c(O)c2ccccc21
  0.1, 0
16: Cc1ccc(/C=N/NC(=O)c2nnn(-c3nonc3N)c2C)o1
  0.1, -3
17: CC(C)Sc1ccccc1C(=O)Nc1ccc2c(c1)n(C)c(=O)n2C
  0.0, 6
18: CCCN1CCC2(CC1)NC(C(=O)O)Cc1c2[nH]c2ccccc12 (centres undefined)
  -0.2, 8
19: CCc1cc2c(NC(Cc3ccccc3)C(=O)O)ncnc2s1 (centres undefined)
  0.0, 4
20: C=CCOc1c(Br)cc(/C=C2\SC(=Nc3ccccc3)NC2=O)cc1OC
  0.0, -5
21: CCc1ccc(NC(=O)N2CCc3ccccc3C2)cc1
  -0.1, 5
22: COc1cccc(NC(=O)c2cnc(SC)nc2C)c1
  0.0, 12
23: COC(=O)C1C/C(=N/NS(=O)(=O)c2ccc(C)cc2)CS1 (centres undefined)
  2.3, 8
24: Cn1c(=O)c(C(=O)NC2CCCCCC2)c(O)c2ccccc21
  -0.1, 1
25: Cc1cc(C)cc(OC(C)C(=O)Nc2ccc3c(c2)n(C)c(=O)n3C)c1 (centres undefined)
  0.0, 6
26: CCOc1ccc(NC(=O)C/C(C)=N/NC(=O)c2cnccn2)cc1
  0.5, 0
27: Cc1ccc(OCC(=O)NNC(=O)[C@@H]2CCCC[C@@H]2C(=O)O)c(Br)c1
  0.0, 3
28: O=C(c1ccco1)N1CCN(C(=S)Nc2ccc(Br)cc2Cl)CC1
  0.0, 1
29: CCOC(=O)c1ccccc1NC(=O)c1cc2ccccc2o1
  -0.1, -5
30: O=C(C1CCCN(C2CC(=O)N(c3ccc(Cl)cc3)C2=O)C1)N1CCCC1 (centres undefined)
  0.1, -2
31: Cc1ccc(S(=O)(=O)N(C)CC(=O)N2CCN(Cc3ccccc3)CC2)cc1
  0.0, -5
32: Cc1oc2c(c(C)cc3oc(=O)c(CC(=O)N[C@@H](CC(C)C)C(=O)O)c(C)c32)c1C
  0.0, 7
33: CCOC(=O)c1ccc(NC(=O)Nn2cnnc2)cc1
  0.0, 4
34: Cc1nc(-c2cccc(NC(=O)COc3ccc(Cl)cc3)c2)cs1
  -0.1, 0
35: COc1ccc(Br)cc1S(=O)(=O)N1CCN=C1c1ccccc1
  -0.5, 17
36: COc1ccc(CCCC(=O)NCCc2ccccc2)cc1
  0.0, 17
37: Cc1noc(C(=O)Nc2cccnc2Cl)c1Cl
  -0.1, 1
38: O=C(NNC(=O)C1CC1)Nc1ccc(Cl)cc1
  0.1, 4
39: COCn1c(C(O)c2ccccc2)cc2ccccc21 (centres undefined)
  -0.1, 42
40: CCOc1ccccc1NS(=O)(=O)c1ccc2[nH]c(=O)ccc2c1
  0.1, 0
41: CSc1nc(NCCCN(C)C)c2c3c(sc2n1)CN(C)CC3
  0.0, 2
42: COc1ccc(C(=O)CSc2nccn2C)c(OC)c1
  0.5, -11
43: CC(=O)c1cnc2nc(SCc3ccccc3C)nn2c1C
  0.0, 4
44: Cc1ccc2nc(-c3ccccc3NC(=O)CCC(=O)O)c(=O)[nH]c2c1
  0.1, 27
45: C/C(=N/N1CCN(Cc2ccccc2)CC1)c1ccc(Br)cc1
  -0.1, -2
46: Cc1ccccc1OCC(=O)N/N=C/c1ccc(N2CCOCC2)o1
  0.2, -8
47: O=C(O)c1cc(=O)n(Cc2ccccc2)c(=O)[nH]1
  0.0, -1
48: C/C(=N\NC(=O)c1c(Cl)cnn1C)c1ccc(NC(=O)c2ccc(Br)o2)cc1
  -0.1, -11
49: O=C(Cn1ccc([N+](=O)[O-])n1)NCC1CCCO1 (centres undefined)
  -0.1, 4
50: COc1ccccc1N1CCN(C(=O)C2CCC(CNS(=O)(=O)c3ccc(NC(C)=O)cc3)CC2)CC1 (centres undefined)
  0.0, -10

(next part)
Below each compound – Efflux pump inh, JMJD2C inh
51: CCOC(=O)COn1c(=O)c(-c2ccc(Br)cc2)[n+]([O-])c2ccccc21
  0.7, -1
52: Cc1cc2oc(=O)cc(CN3CCOCC3)c2c(C)c1Cl
  0.2, -1
53: Cc1nc2ccc(C(=O)Nc3ccccc3Cl)cc2s1
  0.0, -1
54: Cc1cccc(NC(=O)N2CCc3ccccc3C2)c1C
  0.1, 3
55: C=CCC1(CC=C)CCCN1C(=O)c1cc(COc2cccc(C(F)(F)F)c2)on1
  -0.1, -5
56: CN(Cc1ccon1)C(=O)C1CCN(C2CCN(CCCc3ccccc3)CC2)CC1
  0.0, -8
57: COc1ccc2cc(C(=O)NCCc3ccccc3)[nH]c2c1
  0.1, 7
58: CCOC(=O)c1ccc(NC(=O)C2C3CCCCC32)cc1 (centres undefined)
  0.0, 16
59: CCCn1c2ccccc2c2cnn(CC(=O)NCCOC)c(=O)c21
  -0.1, 3
60: Cc1c(CN2CCC(n3nccc3NC(=O)C3CCOC3)CC2)[nH]c2ccccc12 (centres undefined)
  0.0, 10
61: Cc1ccc(C(=O)N2CCN(c3ncccn3)CC2)cc1
  0.1, 0
62: O=C(c1ccccc1)N1N=C(C(F)(F)F)CC1(O)c1ccccc1O (centres undefined)
  -0.1, 1
63: COc1ccc(OC)c(NC(=O)c2cc(-c3cc(C)ccc3O)n[nH]2)c1
  -0.1, 2
64: Cc1cccc(-c2cccc(NC(=O)C3CCCN(Cc4cccnc4)C3)c2)c1 (centres undefined)
  0.0, -5
65: COc1cc(C(=O)Nc2c(C(=O)O)[nH]c3ccccc23)cc(OC)c1OC
  0.1, -4
66: O=C(Nc1c[nH]c2c(Cl)cccc2c1=O)N1CCN(c2ccccn2)CC1
  0.2, -5
67: Cc1cc(NC(=O)c2ccc([N+](=O)[O-])cc2)no1
  0.0, 25
68: Cc1ccc(C)c(S(=O)(=O)NCC(=O)Nc2ccc3c(c2)OCO3)c1
  0.0, 3
69: CCN(CC)CCOC(=O)c1ccc(NC(=O)CCCN2C(=O)/C(=C/c3cccs3)SC2=S)cc1
  0.0, -8
70: Cc1ccc(C)c(Nc2ccc3nonc3c2[N+](=O)[O-])c1
  0.0, 4
71: O=c1[nH]c2ccc(S(=O)(=O)Nc3ccc(Cl)cc3)cc2o1
  0.0, -3
72: CC1=NN(C(N)=S)C(=O)C1N=Nc1cccc(C(=O)O)c1 (centres undefined)
  0.1, -3
73: O=C(N/N=C\c1cccnc1)c1ccc(Br)s1
  0.1, 0
74: CSc1nc(=S)c2[nH]c(=S)[nH]c2[nH]1
  0.0, -1
75: CCCc1ccc(OCc2ccc(C(=O)N/N=C/c3cccnc3)o2)cc1
  -2.1, 7
76: C=CCn1c(=O)c2c(nc(-n3nc(C)cc3C)n2C)n(C)c1=O
  0.2, -5
77: CC(C)Cc1ccc(C(=O)Nc2ccc(Cc3ccncc3)cc2)o1
  -0.1, 31
78: FC(F)Oc1ccc(NC(=S)NC2CCSc3ccccc32)cc1 (centres undefined)
  1.5, 6
79: COc1ccc2cc(C(=O)N3CCN(c4ccccc4F)CC3)[nH]c2c1
  0.0, -4
80: O=S(=O)(c1ccc2ccccc2c1)N1CCc2ccccc21
  -0.1, -17
81: CCOC(=O)COc1ccc2c(c1)c(C(C)=O)c(C)n2-c1ccccc1
  -0.2, 3
82: O=C(Nc1ccccc1)OCCOc1ccc(Br)cc1
  -0.1, -5
83: CCOc1ccc2[nH]c3c(NCCC(C)C)ncnc3c2c1
  0.3, -3
84: Cc1ccc(C)c(CN2CCC(CNC(=O)Nc3ccc(Br)cc3F)CC2)c1
  0.0, 3
85: CCCCNC(=O)CCn1c(=O)c2cccn2c2ccc(F)cc21
  0.0, 1
86: C/C(=N\NC(=O)c1ccc(Cl)c(Cl)c1)c1ccccn1
  -0.1, 5
87: CCc1ccc(CNC(=O)c2ccc(OC3CCN(C(=O)COC)CC3)cc2)nc1
  0.1, -3
88: O=C(Nc1ccncc1)Nc1ccc(Cl)cc1Cl
  0.1, 2
89: FC(F)(F)c1ccccc1NC(=S)Nn1cnnc1
  -0.1, 10
90: COc1ccc(C(=O)Nc2ccc(CN3CCOCC3)cc2)cc1Br
  0.1, 14
91: CCOc1ccc2nc(SCC(=O)NCc3ccc(OC)cc3)[nH]c2c1
  0.0, -2
92: COc1ccc(NC(=O)c2cc(-c3ccccc3O)n[nH]2)cc1Cl
  0.0, -12
93: Cn1c(=O)[nH]c(=O)c2c1nc(NCc1ccccc1)n2Cc1ccc(F)cc1
  0.0, -35
94: Cc1cc(NS(=O)(=O)c2c(C)[nH]c(=O)[nH]c2=O)ccc1Br
  0.2, 15
95: Cc1cc(C)c(S(=O)(=O)N/N=C/c2ccc([N+](=O)[O-])o2)c(C)c1
  0.2, 0
96: O=C(O)CCN1C(=O)C2C3C=CC(C2C1=O)C1C(=O)N(CCC(=O)O)C(=O)C31 (centres undefined)
  0.0, 7
97: Cc1cc(C)c2c(CN3CCN(Cc4ccccc4)CC3)cc(=O)oc2c1
  0.0, -10
98: Cc1cc(OCC(=O)N2CCc3ccccc3C2)c(C)cc1Br
  -0.1, 0
99: CCOC(=O)Cn1c(-c2cccnc2)nc(-c2ccccc2)c1-c1ccccc1
  0.0, 2
100: CS(=O)(=O)c1ccc2nc(NC(=O)c3ccccc3Cl)sc2c1
  -0.1, 17

Going on with the list.
Below each compound – Efflux pump inh, JMJD2C inh
101: COc1ccc(CCN2CCCC(CN(C)Cc3cc(Cl)c(O)c(OC)c3)C2)cc1 (centres undefined)
  0.0, -9
102: O=C(Nc1ccc(-c2cscn2)cc1)C1CCCN(Cc2ccc(CO)o2)C1 (centres undefined)
  0.1, -4
103: CCc1ccccc1NC(=S)N1CCCCCC1
  -0.3, 3
104: CCCN1CCN(CC(=O)Nc2nc3ccccc3s2)CC1
  0.0, 15
105: COc1ccc(OC)c(NC(=S)N2CCCC2)c1
  0.0, 6
106: COc1ccc(-n2cnc3ccccc3c2=O)c([N+](=O)[O-])c1
  0.1, 1
107: Cc1cccc(/C(N)=N/OC(=O)c2ccncc2)c1
  0.1, 6
108: CCOC(=O)C1CCCN(C(=O)c2cc3cc(OC)c(OC)cc3[nH]2)C1 (centres undefined)
  -0.2, 5
109: CCCc1cc(=O)n2[nH]cc(-c3ccc(Cl)cc3)c2n1
  -0.1, -1
110: CCOc1ccc2ccccc2c1CNCCc1ccc(S(N)(=O)=O)cc1
  0.0, 2
111: O=C(COc1ccc(S(=O)(=O)Nc2ccccc2)cc1)NCc1ccccn1
  0.0, 4
112: CCOC(=O)C1CCCCN1Cc1ccc(-c2ccccc2)cc1 (centres undefined)
  0.0, 3
113: COc1ccc(OC)c(NC(=O)Nc2cnccn2)c1
  -0.1, -6
114: S=C(NCc1ccccc1)Nc1ccc2ccccc2c1
  -0.1, 15
115: Cc1ccc(N(Cc2ccccc2)C(=O)c2ccc(F)cc2)cc1
  -1.1, -17
116: O=C(NNC(=S)Nc1ccc(Br)cc1)c1ccccc1
  0.0, -1
117: CC(C)c1ccc(NC(=O)c2ccccc2NC(=O)C2CCCCC2C(=O)O)cc1 (centres undefined)
  0.2, 17
118: O=C(NCc1ccccc1Cl)C1CCCN1C(=O)NC1CCCCC1 (centres undefined)
  -0.1, -5
119: Oc1ccc(-c2[nH]ncc2-c2ccc(Br)cc2)c(O)c1
  0.0, 0
120: CC(C)(C)c1cc(CCC(=O)NCc2cccnc2)cc(C(C)(C)C)c1O
  -1.9, -1
121: COCCN(Cc1ccc(F)cc1)C(=O)c1cc2ccccc2oc1=O
  -0.1, 7
122: Cc1noc(C(=O)Nc2ccc(C#N)cc2)c1Cl
  -0.1, -6

Assay outcomes as filed in PubChem.
